GPR35 arrestin U2OS: GPR35 antagonists blocking zaprinast-driven arrestin recruitment, primary screen, imaging, U2OS, beta-arrestin-GFP, zaprinast agonist (AID 2058); 0.052% of 290,000 active; inhibition, % at 10 µM; hits with a dose series show IC50 in µM; U2OS GPR35 beta-arrestin-GFP translocation imaging, zaprinast antagonism; higher % means a stronger effect;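 active = inhibition of at least 50% with at least 30 cells and total cytoplasm GFP at most 10,000,000; inconclusive = under 30 cells or total GFP of 10,000,000 plus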
GPR55 LPI antagonism: GPR55 antagonists blocking LPI-driven arrestin recruitment, primary screen, imaging, U2OS, beta-arrestin-GFP, LPI agonist (AID 2013); U2OS GPR55 beta-arrestin-GFP translocation imaging, LPI antagonism; higher % means a stronger effect; one-dose inhibition, % at 10 µM; IC50 in µM for titrated hits; 0.13% of 290,000 active;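 active = spots per cell inhibited over 60%, with over 100 cells counted and total cytoplasm intensity under 500,000; inconclusive = wells with under 100 cells, flagged as likely toxic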;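 note: U2OS cells stably carrying GPR55 and arrestin-GFP stimulated by 5 µM LPI near EC80; imaged beta-arrestin-GFP aggregate spots per cell after agonist stimulation; plate controls were LPI-stimulated DMSO wells for no effect and DMSO wells without LPI for full effect; some results filed as inactive read as strong as hits; confirmed hits need IC50 under 10 µM and bright autofluorescent wells are also inconclusive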
HIV fusion peptide: inhibitors of HIV fusion peptide binding, primary screen, biochemical, uHTS, fluorescence dequenching (AID 1986); cell-free peptide binding, fluorescence dequenching, 30 min; higher % means a stronger effect; inhibition, % at 20 µM, or IC50 in µM where a hit was titrated; 0.3% of 290,000 active; in the data active = inhibition mostly above about 52%, no sharp cut-off; inactive = mostly below about 76%; note: some results filed as inactive read as strong as hits
RSV antiviral HEp-2: RSV antiviral activity via CPE protection, HEp-2 cells, primary 10 µM value included (AID 2391); HEp-2 cells, RSV-induced CPE inhibition; higher % means a stronger effect; CPE inhibition, % at 10 µM; hits with a dose series show IC50 in µM; 0.13% of 310,000 active; in the data active = a potency from the dose series; inconclusive = CPE inhibition mostly from about 23% at the one dose, without a potency; inactive = the rest, 99 in 100 with CPE inhibition below about 21%; note: strong numbers were not always called active
MgcRacGAP inhibition: MgcRacGAP GTPase-activating activity inhibitors, confirmation, biochemical, ADP Hunter fluorescence; MgcRacGAP-stimulated Rac1 GTP hydrolysis, ADP Hunter fluorescence; higher % means a stronger effect; GST-tagged Rac1 F28L mutant substrate; inhibition, % at 30 µM; hits with a dose series show IC50 in µM; 0.6% of 340,000 active;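 active = first-screen hits whose inhibition reached a set limit at any dose in the follow-up dose series; inconclusive = inhibition above the set first-screen limit but never retested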;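 note: fluorescence reports GDP produced by GAP-driven GTP hydrolysis; strong numbers were not always called active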
Dengue-2 NS5 capping: flavivirus cap methylation enzyme inhibition – biochemical, confirmation dose response, primary screen (AID 588689); Dengue-2 NS5 methyltransferase capping enzyme assay, biochemical; higher % means a stronger effect; one-dose inhibition, % at 25 µM; IC50 in µM for titrated hits; 0.3% of 340,000 active; in the data active = a potency from the dose series; inconclusive = inhibition above about 29% without an active follow-up result
SV40 large T antigen: TAg ATPase/helicase activity blockers – biochemical (AID 1903); SV40 large T antigen ATPase/helicase inhibition assay; higher % means a stronger effect; inhibition, % at 20 µM; hits with a dose series show IC50 in µM; 0.39% of 310,000 active; in the data active = a potency from the dose series; inconclusive = inhibition mostly from about 32% at the one dose, without a potency; inactive = the rest, 99 in 100 with inhibition below about 32%; note: strong numbers were not always called active
K1F lysis inhibition: inhibition of K1F phage lysis, E. coli UTI89, bacterial capsule biogenesis inhibitors, alamar blue (AID 488966). 0.02% of 340,000 active. inhibition, % at 100 µM, or IC50 in µM where a hit was titrated. E. coli UTI89 K1F phage lysis, alamar blue, 2 h; higher % means a stronger effect;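 active = phage lysis inhibition, versus mean bacterial control, above a set limit; inconclusive = no clear call, values can overlap the other calls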;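 note: capsule biogenesis inhibitors block K1F phage lysis so surviving cells raise fluorescence; higher fluorescence means more inhibition of phage lysis; actives were called in the ten point dose series up to 300 µM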
PhoP inhibition: PhoP-dependent GFP reporter repression – Salmonella Typhimurium, primary screen (AID 1863); S. Typhimurium PhoP-regulated promoter GFP reporter, 4 h; higher % means a stronger effect; one-dose inhibition, % at 50 µM; IC50 in µM for titrated hits; 0.16% of 300,000 active;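 active = inhibition over 29.93%, a cutoff 3 SD above the screen mean, later confirmed by dose response; inconclusive = inhibition over 29.93% but no dose response follow-up; inactive = inhibition at most 29.93% or unconfirmed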;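 note: 0% = low Mg2+ inducing control and 100% = high Mg2+ repressing control; strong numbers were not always called active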
Dengue-2 NS5 capping pilot replicate: further read-out of Dengue-2 NS5 capping, marked with its call; inhibition, %; measured here: pilot screen replicate inhibition
* hit, by the source's call; u = inconclusive; x = not tested or not shown; & = joins results of further samples; [ ] = remark or other dose.

SMILES	GPR35 arrestin U2OS	GPR55 LPI antagonism	HIV fusion peptide	RSV antiviral HEp-2	MgcRacGAP inhibition	Dengue-2 NS5 capping	SV40 large T antigen	K1F lysis inhibition	PhoP inhibition	others
CC1C2CC(CC1(C)C)N(C(=O)Nc1ccc3nccnc3c1)C2 (centres undefined)	13%	7%	-2.4%	1.0%	11%	-1%	0%	-0.2%	-1%
Cc1cccc(NC(=O)/C(C#N)=C\c2cn(CC(=O)O)c3ccccc23)c1	-2%	-2%	3.8%	-0.3%	0%	1%	3%	-0.7%	-10%
CCOC(=O)C(C(=O)Nc1ccc(C)cc1)C1CCCCC1 (centres undefined)	9%	-7%	0.6%	1.4%	-7%	-8%	4%	0.3%	-7%
CC(=O)Nc1ccc(C(=O)N(C)C(C(=O)Nc2ccccc2)c2ccccn2)cc1 (centres undefined)	-6%	-9%	-1.0%	1.6%	-4%	-7%	9%	-7.4%	-2%
O=C(Nc1nc2cc3c(cc2s1)OCCO3)c1ccc(N2C(=O)CCC2=O)cc1	10%	-5%	0.0%	1.5%	9%	-5%	12%	0.0%	-3%
COc1ccc(-c2c(C#N)c(N)nc3c2CCCCCC3)cc1OC	-28%	18%	7.3%	1.1%	9%	-2%	-3%	0.0%	-3%
Cc1ccc(C(=O)CSc2nnc(-c3ccccc3N)n2C)cc1C	4%	10%	0.8%	20%	7%	2%	5%	-0.1%	-1%
CCOc1cc2[nH]c(=O)n(Cc3ccc(C(=O)NCCCN4CCC(C)CC4)cc3)c(=O)c2cc1OCC	-7%	21%	0.0%	-0.9%	7%	-3%	4%	-0.2%	-2%
CCOC(=O)c1c(NC(=O)C2CC(Cl)=CCC2C(=O)O)sc2c1CCCCC2 (centres undefined)	0%	-2%	21%	5.1%	10%	19%	19%	-0.8%[50 µM]	-5%
COc1ccc(CCN(C)C(=O)C2CCCN(C3CCN(Cc4ccccc4)CC3)C2)cc1OC (centres undefined)	7%	7%	1.4%	-0.9%	u	-2%	10%	1.0%	-3%
Cc1ccc(C)c(C(=O)CCC(=O)Nc2ccc(F)cc2)c1	9%	-9%	-0.3%	1.0%	-6%	-6%	9%	-0.2%	-4%
COc1cccc(C(C(=O)NC2CCCC2)N(CCC(C)C)C(=O)CCC(=O)Nc2cc(C)on2)c1 (centres undefined)	8%	0%	0.8%	2.9%	7%	0%	11%	-0.7%	-3%
O=S(=O)(c1ccc(Cl)cc1)N1CCN(C(=S)Nc2ccccc2F)CC1	-7%	8%	0.6%	2.6%	4%	-2%	5%	0.3%	-10%
C=CCN(C(=O)CCS(=O)(=O)c1cccc2nsnc12)c1ccccc1	-2%	10%	-1.8%	1.5%	1%	-2%	9%	0.3%	-1%
Cc1ccc(CSc2nnc(-c3ccncc3)n2CC2CCCO2)cc1 (centres undefined)	-3%	x	3.7%	0.8%	7%	-4%	4%	0.5%	2%
COc1ccc(OCC(=O)Nc2cc3oc4ccccc4c3cc2OC)cc1	-12%	10%	-0.5%	3.2%	7%	-4%	9%	1.6%[50 µM]	0%
COc1ccccc1Nc1ncc(C(=O)Nc2ccc(OC)c(OC)c2)c2ccccc12	2%	-4%	-1.2%	2.2%	3%	-9%	6%	0.6%[50 µM]	3%
COC(=O)c1ccc(CSc2nc(C)nc3c2c(=O)n(C)c(=O)n3C)o1	-17%	-2%	2.6%	2.2%	3%	2%	-1%	-1.1%	-9%
Cc1cc(NC(=O)C(C)SCC(=O)OCc2ccc([N+](=O)[O-])cc2)no1 (centres undefined)	x	x	x	-1.1%	7%	-1%	10%	0.8%[50 µM]	-1%
CCOC(=O)C1=C(C)C(c2ccccc2OC)NC(=S)N1 (centres undefined)	1%	16%	-2.0%	0.2%	3%	-2%	10%	-0.4%	-10%
CC(C)(C)c1cc(CCC(=O)NCc2cccnc2)cc(C(C)(C)C)c1O	14%	6%	-1.1%	4.1%	1%	-4%	20%	-0.2%	0%
CCn1c(=O)c(-c2nc3ccccc3[nH]2)c(O)c2ccccc21	3%	-3%	0.7%	-1.6%	x	x	-2%	x	6%
CC(=O)Nc1ccc(O)cc1[N+](=O)[O-]	14%	-2%	-1.7%	-0.4%	7%	3%	3%	0.0%	-3%
Cc1ccc(/C=C2/Sc3ccc(C(=O)NCCN4CCOCC4)cc3NC2=O)cc1	9%	2%	3.1%	-1.1%	4%	12%	x	0.2%	-6%
Cn1c(=O)c(=O)n(C)c2cc(N3CCCCC3)c(NS(=O)(=O)c3ccc([N+](=O)[O-])cc3)cc21	-4%	10%	-1.6%	4.2%	14%	0%	26%	-0.4%	-3%
Following part:
SMILES	GPR35 arrestin U2OS	GPR55 LPI antagonism	HIV fusion peptide	RSV antiviral HEp-2	MgcRacGAP inhibition	Dengue-2 NS5 capping	SV40 large T antigen	K1F lysis inhibition	PhoP inhibition	others
COC(=O)c1[nH]c2cc(OC)c(OC)cc2c1NC(=O)Oc1ccccc1	-4%	11%	-0.6%	0.3%	29µM*	-6%	17%	3.2%	7%
CCOc1ccc(-c2c(C(=O)N/N=C/c3ccc(C)s3)nnn2-c2nonc2N)cc1	-8%	-10%	1.1%	3.7%	9%	-10%	-7%	0.5%	6%
COc1ccc(NC(=O)CCNC(=O)Cn2ccc3ccccc3c2=O)cc1OC	-1%	3%	0.3%	1.9%	12%	-2%	4%	0.0%	7%
Cc1cc(NC(=O)CSc2nc(-c3ccccc3)cs2)no1	10%	-5%	-0.7%	2.6%	9%	2%	2%	0.3%	5%
CCOc1ccc(S(=O)(=O)NCc2ccco2)c2ccccc12	14%	-12%	-2.2%	8.5%	9%	4%	1%	0.0%	5%
CCc1nc(NC2CCCCC2)c(C#N)c2c1COC(C)(C)C2	-17%	-3%	1.2%	7.1%	5%	-2%	0%	-0.2%	6%
COc1ccc(-c2nnc3c4ccccc4c(C)nn23)cc1	18%	15%	0.6%	4.8%	3%	-3%	1%	-0.3%	-1%	Dengue-2 NS5 capping pilot replicate=-0.9
COc1cccc(-n2nc(C(=O)O)c3ccccc3c2=O)c1	-3%	-1%	-0.3%	-0.7%	2%	3%	-3%	3.7%	-5%
CCC(C)[C@H]1COCCS(=O)(=O)N1Cc1ccc(Br)cc1 (some centres undefined)	-11%	-7%	0.3%	0.5%	2%	-8%	7%	-1.8%	2%
Cc1cccc(NC(=S)NCCc2ccccn2)c1	-4%	-1%	-2.7%	2.0%	x	x	9%	x	-1%
C#C[C@]1(O)CC[C@H]2[C@@H]3CCc4cc(OC5CCCC5)ccc4[C@H]3CC[C@@]21C	-10%	10%	1.2%	-3.9%	0%	-11%	0%&5%	-2.7%	-12%&-9%
COc1cccc(NC(=O)C2CCN(S(=O)(=O)c3ccc4c(c3)CC(C)N4C(C)=O)CC2)c1 (centres undefined)	11%	-9%	0.0%	7.2%	5%	-1%	7%	0.4%	4%
CCn1c(=O)c2ccccc2n(Cc2cccc([N+](=O)[O-])c2)c1=O	6%	0%	-0.8%	1.0%	4%	-2%	2%	0.4%[50 µM]	9%
CCOC(=O)c1cc(C#N)c(N2CCNCC2)nc1C(F)(F)F	-11%	1%	-0.6%	x	4%	4%	8%	-0.5%	15%
Cc1ccc(NC(=O)C/C(N)=N/OC(=O)c2ccccc2)cc1	-2%	15%	0.3%	-1.1%	-14%	0%	6%	-2.0%	1%
Cc1cnc(C(=O)NCc2ccc(F)cc2)cn1	7%	-7%	-1.2%	1.1%	7%	-2%	11%	0.4%	3%
Clc1ccccc1-c1nc2ccccc2c2nc3ccccc3n12	3%	-5%	-1.9%	4.5%	-2%	-5%	-3%	0.4%[50 µM]	2%
C=CCNc1oc(-c2cccc3ccccc23)nc1C#N	5%	-5%	-0.5%	6.2%	1%	-4%	13%	0.8%[50 µM]	4%
O=C1CN(C(=O)c2cc([N+](=O)[O-])ccc2Cl)C(c2ccccc2)c2cc(F)ccc2N1 (centres undefined)	8%	16%	-0.4%	3.2%	-10%	-1%	10%	2.1%	0%
CC(C)CCNC(=O)C1CCN(c2nc3ccccc3o2)CC1	11%	6%	5.9%	-1.3%	-3%	-1%	14%	0.3%	-1%
COc1ccc(Cl)cc1NC(=O)CN(C)C(=O)Cn1[nH]c(=O)c2ccccc2c1=O	x	x	x	0.3%	5%	4%	x	1.0%[50 µM]	x
COc1cccc(-c2cc3c(-n4cccc4)ncnc3o2)c1	15%	12%	75%	4.6%	8%	19%	2%	6.3%	-10%
O=C(COc1ccccc1)N1CCN(C(=O)c2cccc(F)c2)CC1	6%	4%	0.8%	2.6%	10%	4%	0%	0.0%	1%
CCCCn1c(N)c(N(CCOC)C(=O)c2ccc(Cl)c(S(=O)(=O)N3CCCC3)c2)c(=O)[nH]c1=O	-3%	21%	0.3%	0.6%	4%	-6%	26%	2.2%[50 µM]	-4%
N/C(=N\OC(=O)Cc1ccccc1)c1ccccn1	4%	15%	0.7%	1.5%	8%	-7%	2%	-1.1%	-2%
The list continues.
SMILES	GPR35 arrestin U2OS	GPR55 LPI antagonism	HIV fusion peptide	RSV antiviral HEp-2	MgcRacGAP inhibition	Dengue-2 NS5 capping	SV40 large T antigen	K1F lysis inhibition	PhoP inhibition	others
COc1ccc(NS(=O)(=O)c2cccc(C(=O)NCC3(N(C)C)CCCCC3)c2)cc1	x	x	x	-2.4%	7%	-10%	8%	1.0%[50 µM]	-3%
C[C@H](NC(=O)c1[nH]cnc1C(=O)Nc1ccc(CNC(=O)OC(C)(C)C)cc1)C(=O)OC(C)(C)C	-11%	2.5µM*	-0.8%	19%	7%	-3%	5%	0.7%	-6%
O=C(NC(=S)Nc1ccccc1)c1cc([N+](=O)[O-])ccc1N1CCOCC1	-7%	-4%	-0.3%	2.8%	4%	2%	17%	-0.1%	-10%
COc1ccc(CCN2C(=S)N(c3ccccc3)C(=O)C2CC(=O)O)cc1OC (centres undefined)	4%	6%	4.0%	-0.3%	-6%	-4%	3%	1.1%	24%
Nc1nc(CSc2ccccc2)nc(N2CCCCC2)n1	0%	3%	-0.6%	1.6%	-1%	x	2%	-0.2%	-9%
Nn1c(=O)c2ccccc2n2c(SCc3ccc(C(F)(F)F)cc3)nnc12	7%	8%	-0.6%	0.3%	11%	-7%	0%	0.1%	6%
Cc1cc(OCC(=O)NC2CCN(C)CC2)ccc1[N+](=O)[O-]	-3%	5%	-1.2%	-2.0%	8%	-2%	5%	0.5%	-3%
O=C(Nc1cc(S(=O)(=O)N2CCCCC2)ccc1Cl)c1ccncc1	x	x	x	0.9%	2%	-2%	x	3.8%	x

Rows were taken by chance (roughly 1.5% active in at least one column).
